Neddylation inh – blocks human cullin neddylation | P61081+Q13564 | TR-FRET cullin neddylation, biochemical | calls only at 25 µM | 0.58% of 360,000 active | AID 651699; in the data active = inhibition above about 36%
NadD block – blocks S. aureus nicotinate mononucleotide adenylyltransferase | purified NadD enzyme, colorimetric absorbance read-out | 0.78% of 360,000 active | inhibition, % at 20 µM | AID 602399; in the data active = inhibition above about 26%; note: some compounds past the cut are filed as inactive
SUMO1-SIM PPI – alters human SUMO1 binding to SIM partners; P63165; SUMO1 binding to a labelled peptide, TR-FRET, 1 h; inhibition, % at 20 µM; 0.33% of 360,000 active; AID 602429; in the data active = inhibition above about 37%
Target sequence (P63165 whole entry, looked up): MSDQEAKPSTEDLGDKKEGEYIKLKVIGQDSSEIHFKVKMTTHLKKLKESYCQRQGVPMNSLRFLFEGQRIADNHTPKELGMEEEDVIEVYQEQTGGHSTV
Scp-1 inhibitor – Scp-1 (human) phosphatase inhibition; Q9GZU7; Recombinant Scp1, phosphopeptide, malachite green phosphate absorbance; inhibition, % at 20 µM; 0.88% of 340,000 active; AID 493091;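 active = inhibition above about 50% at 20 µM, limit read from the data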;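 note: plate controls were DMSO wells with enzyme for no effect and wells lacking enzyme for full effect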
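assay system = SCP-1 phosphatase catalytic domain, residues 76-261 | buffer or medium = 50 mM Tris acetate pH 5.5, 0.005% Tween-20, 10 mM MgCl2 | incubation = enzyme reaction 45 min at room temperature, colour 5 min, stabilisation 30 min | signal = Phosphate-binding colour reagent, absorbance read at 630 nm | measure = % inhibition at 20 µM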
TbMetRS inhib – blocks T. brucei methionyl-tRNA synthetase activity. purified T. brucei MetRS, ATP depletion, Kinase-Glo luminescence. 0.4% of 360,000 active. inhibition, % at 11.9 µM;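 active = inhibition above a per-plate cutoff of the control wells' mean inhibition plus 3 SD, cut at about 5.5% in these data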;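 note: 0% = DMSO wells median and 100% = median of wells with control inhibitor compound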
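Material: parasite MetRS enzyme / Replication: singlicate, one well per compound / Signal: luminescence of leftover ATP / Schedule: 2 h aminoacylation at 25 °C after 15 min preincubation / Medium: HEPES-MgCl2-KCl buffer plus DTT, spermine, BSA, pyrophosphatase / Doses: 11.9 µM single point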
SKN-1 inh – inhibitors of C. elegans SKN-1. C. elegans VP596 Pgst-4::GFP/RFP ratio, acrylamide-induced, 24 h. inhibition, % at 21.8 µM. 0.49% of 360,000 active. AID 624304;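 active = interference check ratio from 0.5 to 1.5 plus GFP to RFP signal ratio inhibition reaching or exceeding a fixed threshold, cut at about 30% in these data, passing the limit was not always enough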; note: some compounds called inactive have numbers as strong as hits
DNMT1 block – inhibitors of human DNMT1; inhibition (reported as % activation of signal), % at 10 µM; 0.83% of 360,000 active; P26358; AID 588458; DNMT1 molecular beacon, Hinp1I cleavage, fluorescence; in the data active = inhibition above about 50%
LMPTP inh – blocks human LMPTP phosphatase; recombinant LMPTP-A, OMFP fluorogenic substrate, fluorescence intensity; P24666; inhibition, % at 20 µM; 0.22% of 360,000 active;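 active = compounds that cut the enzyme signal by at least half of the control window in the single-dose screen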;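 note: plate controls were DMSO wells with enzyme plus substrate for no effect and substrate without enzyme for full effect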
Target sequence (P24666 whole entry, looked up): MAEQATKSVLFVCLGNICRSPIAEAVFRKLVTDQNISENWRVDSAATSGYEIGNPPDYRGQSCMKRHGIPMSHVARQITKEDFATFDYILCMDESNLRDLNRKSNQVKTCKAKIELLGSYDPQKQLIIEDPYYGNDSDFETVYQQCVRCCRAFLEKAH
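Material: LMPTP-A; amount: 0.625 nM enzyme; doses: single 20 µM dose; times: reaction 50 min, room temperature, dark; technique: fluorescence intensity of OMFP turnover product; benchmarks: no-enzyme and uninhibited controls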
CendR NRP1 mod – NRP-1/CendR interaction modulation | FAM-RPARPAR peptide binding to NRP-1, fluorescence polarization | inhibition, % at 25 µM | 0.85% of 360,000 active;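 active = inhibition or corrected inhibition above about 18%, plus a signal ratio from 0.5 to 1.5, limit read from the data, passing the limit was not always enough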; note: strong numbers were not always called active
STEP inh – STEP (human) phosphatase inhibition; AID 588621; 0.25% of 360,000 active; P54829; inhibition, % at 20 µM; recombinant STEP, OMFP fluorogenic substrate, fluorescence;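 active = inhibition at 20 µM, scaled per plate between control wells, above about 37%, limit read from the data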;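 note: 0% = DMSO with enzyme and substrate and 100% = substrate only without enzyme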
Target sequence (P54829 whole entry, looked up): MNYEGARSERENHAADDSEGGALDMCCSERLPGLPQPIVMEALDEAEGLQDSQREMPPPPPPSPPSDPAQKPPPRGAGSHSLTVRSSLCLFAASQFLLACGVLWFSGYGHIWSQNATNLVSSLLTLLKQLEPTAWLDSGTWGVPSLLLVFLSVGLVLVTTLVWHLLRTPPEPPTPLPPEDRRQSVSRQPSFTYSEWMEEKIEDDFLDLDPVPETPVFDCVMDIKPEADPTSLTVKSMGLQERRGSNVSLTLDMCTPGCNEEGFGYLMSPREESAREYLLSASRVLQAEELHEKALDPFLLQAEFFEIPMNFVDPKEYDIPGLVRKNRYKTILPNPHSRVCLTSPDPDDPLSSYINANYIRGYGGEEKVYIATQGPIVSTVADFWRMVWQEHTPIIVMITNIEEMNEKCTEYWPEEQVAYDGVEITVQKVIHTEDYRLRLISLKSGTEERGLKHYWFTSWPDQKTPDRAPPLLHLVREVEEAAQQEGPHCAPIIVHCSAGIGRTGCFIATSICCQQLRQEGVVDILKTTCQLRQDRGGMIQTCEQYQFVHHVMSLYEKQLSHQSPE
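System: STEP phosphatase, cell-free reaction; Buffer or medium: Bis-Tris pH 6.0 buffer with DTT, detergent; Incubation: 20 min at room temperature, dark; Measured by: fluorescence, 480/540 nm.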
* marks the source's active call; other numbers are inactive results; i = inactive; / = no result given.

Neddylation inh	NadD block	SUMO1-SIM PPI	Scp-1 inhibitor	TbMetRS inhib	SKN-1 inh	DNMT1 block	LMPTP inh	CendR NRP1 mod	STEP inh	SMILES
i	3	2	-10	-0.6	3	-2	1.1	2	-2	COc1ccc(S(=O)(=O)N2CCCCC2)cc1NC(=O)C1CC(=O)N(c2ccc3c(c2)OCCO3)C1 (stereo unspecified)
i	7	-13	-7	-0.3	6	7	16	-78	0	O=C(CCCN1C(=O)S/C(=C\C=C\c2ccccc2)C1=O)Nc1ccc(C(=O)O)cc1
i	-9	-15	-4	-1.7	5	-1	5.2	7	1	O=C(NCc1ccco1)c1ccc(-c2ccc(Cl)cc2)o1
i	-2	1	-3	0.4	-6	-2	0.1	0	-3	COc1cccc(NC(=O)C2CCN(S(=O)(=O)c3ccc4[nH]c(=O)oc4c3)CC2)c1
i	-3	-5	2	0.3	3	0	-1.5	0	-4	CN(CC(=O)Nc1ccc(Cl)c(C(F)(F)F)c1)C(=O)C1CSC2(C)CCC(=O)N12 (stereo unspecified)
i	0	1	1	-1.3	-20	1	-0.9	-9	0	COc1ccc(C)cc1S(=O)(=O)N(CC(=O)O)c1ccc(C)cc1
i	-1	3	-6	-0.2	-1	-4	-1.3	2	0	O=C(CC1Oc2ccccc2NC1=O)NCCCN1CCN(Cc2ccccc2)CC1 (stereo unspecified)
i	19	2	-2	-0.3	-1	-32	1.9	-23	-2	CCC(C)C(=O)Nc1nc(C)c(-c2csc(Nc3ccc(Cl)cc3)n2)s1 (stereo unspecified)
i	-2	1	14	-0.5	10	-1	-1.4	5	-2	C/C(CC(=O)Nc1ccc(C)c(Cl)c1)=N\NC(=O)C1CCCCC1
i	-1	-7	-8	-0.1	-8	0	2.2	6	0	O=C(OCN1C(=O)c2ccccc2C1=O)c1cccnc1SC(F)F
i	7	0	23	-0.9	-3	-1	-3.9	7	-2	CC1(C)CC(=O)C(C=NCCN2CCN(C(=O)C34CC5CC(CC(C5)C3)C4)CC2)=C(O)C1
/	12	-12	-6	-0.1	13	-1	0.5	0	-2	Cc1ccc(N(C(=O)c2snc(C(N)=O)c2N)C(C(=O)NCc2ccccc2)c2ccncc2)c(C)c1 (stereo unspecified)
i	6	1	/	-0.2	14	-5	4.5	-12	-4	COc1ccc(NC(=O)C2Cc3c(-c4ccccc4Oc4ccccc4)ccnc3O2)cc1 (stereo unspecified)
i	-7	6	8	-0.3	2	-2	-1.5	-34	0	CNC[C@@H]1Oc2ccc(NS(=O)(=O)c3ccc(OC)cc3)cc2CC(=O)N([C@H](C)CO)C[C@@H]1C
i	1	-2	-5	-0.2	14	1	5.0	20*	3	O=C(C[C@@H]1C/C=C\CC[C@H](Cc2ccc(F)cc2)C(=O)OC[C@@H]2CCCN2C1=O)NCCO

Fetched one by one from above (5):
Neddylation inh	NadD block	SUMO1-SIM PPI	Scp-1 inhibitor	TbMetRS inhib	SKN-1 inh	DNMT1 block	LMPTP inh	CendR NRP1 mod	STEP inh	SMILES
i	7	0	23	-0.9	-3	-1	-3.9	7	-2	CC1(C)CC(=O)C(C=NCCN2CCN(C(=O)C34CC5CC(CC(C5)C3)C4)CC2)=C(O)C1
i	-1	3	-6	-0.2	-1	-4	-1.3	2	0	O=C(CC1Oc2ccccc2NC1=O)NCCCN1CCN(Cc2ccccc2)CC1 (stereo unspecified)
i	-2	1	-3	0.4	-6	-2	0.1	0	-3	COc1cccc(NC(=O)C2CCN(S(=O)(=O)c3ccc4[nH]c(=O)oc4c3)CC2)c1
i	-2	1	14	-0.5	10	-1	-1.4	5	-2	C/C(CC(=O)Nc1ccc(C)c(Cl)c1)=N\NC(=O)C1CCCCC1
i	0	1	1	-1.3	-20	1	-0.9	-9	0	COc1ccc(C)cc1S(=O)(=O)N(CC(=O)O)c1ccc(C)cc1

Another view of some results above:
Structure | Neddylation inh | NadD block | SUMO1-SIM PPI | Scp-1 inhibitor | TbMetRS inhib | SKN-1 inh | DNMT1 block | LMPTP inh | CendR NRP1 mod | STEP inh
O=C(CC1Oc2ccccc2NC1=O)NCCCN1CCN(Cc2ccccc2)CC1 (stereo unspecified) | i | -1 | 3 | -6 | -0.2 | -1 | -4 | -1.3 | 2 | 0
O=C(NCc1ccco1)c1ccc(-c2ccc(Cl)cc2)o1 | i | -9 | -15 | -4 | -1.7 | 5 | -1 | 5.2 | 7 | 1

Carrying on:
Neddylation inh	NadD block	SUMO1-SIM PPI	Scp-1 inhibitor	TbMetRS inhib	SKN-1 inh	DNMT1 block	LMPTP inh	CendR NRP1 mod	STEP inh	SMILES
i	-4	-9	2	-0.5	1	-5	1.6	15	1	CCOc1ccc2nc3c(cc2c1)CN(CCOC)C(=NCCOC)S3
i	-8	2	-5	-1.7	-26	2	-0.4	1	-2	COc1cc(NC(=O)CSCc2ccc(Cl)cc2Cl)c(C(=O)O)cc1OC
i	-4	2	/	-0.6	14	/	-0.5	12	/	O=C1CCCCCCC(=O)[C@H](O)C[C@H](c2ccccc2)O1
i	0	0	-1	-0.6	12	2	-0.9	13	-2	Cc1cc(NC(=O)COC(=O)C2CC(=O)N(c3ccccc3Cl)C2)no1 (stereo unspecified)
i	13	12	66*	0.1	9	84*	28	11	2	O=C(NCc1ccco1)c1c2c(nc3ccccc13)CCC2
i	3	-6	-2	-0.4	-2	-1	1.9	4	1	CCN(c1ccccc1)S(=O)(=O)c1ccc(NC(=O)c2nc(S(C)(=O)=O)ncc2Cl)cc1
i	-4	-1	-2	0.0	1	-2	-0.9	-2	6	Cc1n[nH]c(C)c1S(=O)(=O)N1CCN(C(=O)c2ccco2)CC1
i	-4	-1	1	0.1	0	-4	-6.0	-5	0	c1ccc2c(c1)CCOC2CNCCCN1CCCCC1 (stereo unspecified)
i	0	-26	-2	-0.2	5	1	2.0	9	-4	Cc1ccc(-c2c(C(=O)N/N=C/c3ccco3)nnn2-c2nonc2N)cc1
/	1	-2	-2	-0.5	-18	4	1.3	-7	-4	COC(=O)c1cc(C)c(C)cc1NC1OC(CO)C(O)C1O (stereo unspecified)
i	6	-21	-2	-1.5	15	0	0.6	-8	2	CCOC(=O)C1CCN(C2=NC(=O)/C(=C/c3ccc(Cl)cc3)S2)CC1
i	-10	-1	-4	-1.0	17	1	-3.6	-2	-2	CCN(CC)CCNC(=O)c1ccc2c(c1)NC(=O)c1ccccc1S2
i	7	5	-6	-0.3	7	-14	5.0	-1	-2	O=C(COc1ccccc1)Nc1nc(-c2cccnc2)cs1
i	-7	15	-2	-0.5	-5	-1	-0.1	-14	-1	NS(=O)(=O)c1ccc(NC(=O)CSc2nnc3n2CCCCC3)cc1
i	4	-15	61*	0.1	7	42	13	-29	1	O=C1C=CC(=Nc2cccc3c2C(=O)c2ccccc2-3)O1

Next section.
Neddylation inh	NadD block	SUMO1-SIM PPI	Scp-1 inhibitor	TbMetRS inhib	SKN-1 inh	DNMT1 block	LMPTP inh	CendR NRP1 mod	STEP inh	SMILES
i	1	3	-6	-0.1	-15	0	-1.0	-5	-4	C#CCNC(=O)C1=C[C@H](C(C)(C)C)C[C@H](OCCCCO)O1
i	-7	-24	-10	-0.7	23	-3	0.1	-13	-1	CCn1c(C)cc(C(=O)COC(=O)c2ccccc2[N+](=O)[O-])c1C
i	1	4	1	2.1	7	0	-1.5	0	2	CCOC(=O)c1cc2c(nc1NC(=S)Nc1ccccc1)CC(C)(C)OC2
i	-1	3	-6	-0.7	3	0	-2.6	6	-1	O=C(C1CCCN(S(=O)(=O)c2cnc[nH]2)C1)N1CC(=O)N(CCc2ccccc2)C(=O)C1 (stereo unspecified)
i	-1	-1	-4	0.0	-3	14	-1.6	9	2	CC(C)(CNC(=O)c1ccc(NS(=O)(=O)c2ccc(F)c(F)c2)cc1)N1CCOCC1
i	-7	3	/	-0.2	19	4	1.4	-4	-1	CC(C)c1ccc(NC(=O)C2(C)Cc3c(-c4cccc(C(N)=O)c4)ccnc3O2)cc1 (stereo unspecified)
i	-11	0	-13	0.3	9	2	-1.4	2	-2	O=S(=O)(c1ccc(Cl)cc1)N(CCCN1CCOCC1)Cc1cccs1
i	-7	0	-12	0.4	13	-3	-0.8	-8	-3	COc1ccc(/C=N/NC(=O)CCC(=O)Nc2ccc(Br)cc2)c(OC)c1
i	33*	12	16	-0.4	-8	-7	0.9	6	2	O=C1NC[C@H](Cc2ccccc2)N(C[C@H]2CCCN2C[C@H](Cc2ccc(O)cc2)N2C[C@H](Cc3ccc(O)cc3)N(CC3CCCCCC3)C(=O)C2=O)C1=O
i	-2	3	3	-0.4	14	4	-2.3	6	1	COC(=O)c1ccc2nc(NC(=O)C3CC3)sc2c1
i	-5	2	-2	0.1	6	1	-0.5	12	-5	Cc1ccccc1NC(=O)CCCN1C(=O)C2CC=CCC2C1=O (stereo unspecified)
i	15	1	-9	0.2	9	-6	3.6	10	2	Cc1ccccc1Cn1c2ccccc2c2cnn(CC(=O)N3CCN(c4ccccc4)CC3)c(=O)c21
i	-5	1	-5	-0.1	-7	0	-0.1	-7	1	CCCCNC(=O)CSc1cc(=O)n(C)c2ccccc12
i	-8	1	-21	-1.1	2	-2	3.1	2	0	Cc1ccc(S(=O)(=O)NCc2c(Cl)cccc2Oc2ccccc2)cc1
i	-1	-8	1	0.0	-4	2	-1.0	8	3	Nc1nc(Nc2ccccc2)nc(NCCO)c1[N+](=O)[O-]
i	3	-5	-5	-0.6	6	2	-1.1	0	1	CC1=NN(C(=O)c2ccc(Cn3ccc([N+](=O)[O-])n3)cc2)C(O)(C(F)(F)F)C1 (stereo unspecified)

Assay outcomes deposited in PubChem by several laboratories.
